Screening results from PubChem BioAssay.
OX1R antag-1 = antagonists of human orexin 1 receptor (OX1R); inhibition, % at 6.6 µM; actives 1.8% (n = 330,000); AID 485270, 2010; OX1R-expressing cells, FRET antagonist read-out; in the data active means inhibition mostly above about 38%, no sharp cut-off; inactive means mostly below about 40%;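 further: 0% = agonist challenge alone and 100% = reference antagonist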
Target sequence (O43613 whole entry, looked up): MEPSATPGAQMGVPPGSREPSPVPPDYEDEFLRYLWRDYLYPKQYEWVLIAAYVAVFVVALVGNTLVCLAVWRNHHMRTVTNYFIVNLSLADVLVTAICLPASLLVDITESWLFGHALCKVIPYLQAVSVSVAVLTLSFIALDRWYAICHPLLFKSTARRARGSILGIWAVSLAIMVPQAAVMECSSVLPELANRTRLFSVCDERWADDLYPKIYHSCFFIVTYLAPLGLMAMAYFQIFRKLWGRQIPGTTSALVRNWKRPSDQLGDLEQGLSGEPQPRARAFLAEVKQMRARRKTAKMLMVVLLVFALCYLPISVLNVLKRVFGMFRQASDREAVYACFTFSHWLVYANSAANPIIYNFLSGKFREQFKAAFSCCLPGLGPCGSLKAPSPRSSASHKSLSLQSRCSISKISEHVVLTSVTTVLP
OX1R antag-2 = OX1R (HCRTR1) antagonists, primary screen, fluorescence, CHO/OX1R cells, Fluo-8 calcium, orexin A | actives 0.43% (n = 330,000) | Orexin/Hypocretin receptor type 1 (Homo sapiens), O43613 | Fluo-8 calcium fluorescence | inhibition, % at 5 µM | AID 434989, 2010;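 active means inhibition above its plate's threshold, mean inhibition of all tested compounds on the plate plus 3 SD, cut at about 37% in these data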;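 further: 0% = orexin A challenge wells and 100% = SB-334867-A antagonist wells; not every result past the cut was called active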
The depositor's hits bear a star.

Start of the data: the first 16 entries, to show the layout:
SMILES | OX1R antag-1 | OX1R antag-2
COc1ccc(C(=O)Nc2c(-c3cccs3)c(=O)c3ccccc3n2C)cc1 | 8 | -25
CCC(=O)NC1OC(CO)C(O)C(O)C1O (centres undefined) | 3 | -2
COc1cc(NC(=O)c2ccc(Cl)cc2)c(OC)cc1NC(=O)CN1CCCCC1 | 22 | -45
CC(NC(=O)c1ccc(Cl)cc1)c1nnc(SCc2ccc([N+](=O)[O-])cc2)n1C (centres undefined) | 3 | -1
CS(=O)(=O)c1ccc2nc(NC(=O)c3cccc([N+](=O)[O-])c3)sc2c1 | 34 | -27
Cc1ccc(-c2nc(N)n(C(=O)Cc3ccccc3)n2)cc1 | 7 | 0
CCCN(CC(=O)Nc1ccccc1OC)C(=O)CCCN1C(=O)c2ccccc2C1=O | 16 | -20
O=C1CN=CN=CN1c1ccc(Cl)cc1Cl | 7 | 0
CCn1c2ccccc2c2cc(CN3CCN(Cc4cc(OC)ccc4O)CC3)ccc21 | 50* | 22
Cc1ccc(S(=O)(=O)N(CC(=O)N2CCc3ccccc3C2)c2cccc(Cl)c2)cc1 | 40 | -12
NC(=O)COC(=O)c1cc(S(=O)(=O)N2CCOCC2)ccc1N1CCCCC1 | 6 | -10
C=C(C(=O)O)C1CCC2(C)CCCC(C)(O)C2C1 (centres undefined) | 4 | 7
O=C(Nc1ccc([N+](=O)[O-])cc1)c1cc(-c2ccccn2)nc2c(Cl)cccc12 | 14 | -13
O=C(C/C=N/OCc1c(Cl)cccc1Cl)c1ccccc1 | 9 | -29
CC(=O)NCC(=O)N1CCCC(C(=O)c2ccc(-c3ccccc3)c(F)c2)C1 (centres undefined) | 5 | -32
Cc1ccc2nc(SCC(=O)Nc3c(F)cccc3F)[nH]c2c1 | 16 | -13

Results, from the start:
SMILES | OX1R antag-1 | OX1R antag-2
COc1ccc(C(=O)Nc2c(-c3cccs3)c(=O)c3ccccc3n2C)cc1 | 8 | -25
CCC(=O)NC1OC(CO)C(O)C(O)C1O (centres undefined) | 3 | -2
COc1cc(NC(=O)c2ccc(Cl)cc2)c(OC)cc1NC(=O)CN1CCCCC1 | 22 | -45
CC(NC(=O)c1ccc(Cl)cc1)c1nnc(SCc2ccc([N+](=O)[O-])cc2)n1C (centres undefined) | 3 | -1
CS(=O)(=O)c1ccc2nc(NC(=O)c3cccc([N+](=O)[O-])c3)sc2c1 | 34 | -27
Cc1ccc(-c2nc(N)n(C(=O)Cc3ccccc3)n2)cc1 | 7 | 0
CCCN(CC(=O)Nc1ccccc1OC)C(=O)CCCN1C(=O)c2ccccc2C1=O | 16 | -20
O=C1CN=CN=CN1c1ccc(Cl)cc1Cl | 7 | 0
CCn1c2ccccc2c2cc(CN3CCN(Cc4cc(OC)ccc4O)CC3)ccc21 | 50* | 22
Cc1ccc(S(=O)(=O)N(CC(=O)N2CCc3ccccc3C2)c2cccc(Cl)c2)cc1 | 40 | -12
NC(=O)COC(=O)c1cc(S(=O)(=O)N2CCOCC2)ccc1N1CCCCC1 | 6 | -10
C=C(C(=O)O)C1CCC2(C)CCCC(C)(O)C2C1 (centres undefined) | 4 | 7
O=C(Nc1ccc([N+](=O)[O-])cc1)c1cc(-c2ccccn2)nc2c(Cl)cccc12 | 14 | -13
O=C(C/C=N/OCc1c(Cl)cccc1Cl)c1ccccc1 | 9 | -29
CC(=O)NCC(=O)N1CCCC(C(=O)c2ccc(-c3ccccc3)c(F)c2)C1 (centres undefined) | 5 | -32
Cc1ccc2nc(SCC(=O)Nc3c(F)cccc3F)[nH]c2c1 | 16 | -13
CCOc1ccc(S(=O)(=O)NCCC(=O)N2CCCN(C)CC2)cc1 | 11 | -19
CC(C)CNS(=O)(=O)c1cc(C(=O)O)c(Cl)cc1Cl | 11 | -2
COc1cc2c(cc1OC)C(CC#N)=NC(C)(C)C2 | 19 | -37
COc1ccc2ccc(Oc3ncccn3)cc2c1 | 14 | -6
C=C(C)Cn1c(N2CCN(CC)CC2)nc2c1c(=O)[nH]c(=O)n2C | 4 | -8
CCn1c(COc2ccc(C)cc2)nnc1SCC(=O)Nc1cc(OC)ccc1OC | 21 | -41
Cc1ccc(N(CC(=O)NC2CCCCC2)S(=O)(=O)c2c(C)nn(C)c2C)cc1 | 7 | -22
CCN(c1ccccc1)S(=O)(=O)c1ccc(C(=O)NCC(=O)Nc2ccc(F)c(F)c2F)cc1 | 3 | 21
Nc1nnnn1/N=C/c1ccc(Cl)cc1 | 0 | 6
O=C(c1ccccn1)c1ccc2ccccc2n1 | 16 | 11
Cc1ccc(-c2cc(-c3ccc(F)cc3)nc(N)c2C#N)o1 | 11 | -28
Cn1nc(CC(=O)Nc2ncc(Br)s2)c2ccccc2c1=O | 34 | 15
CC(C)Oc1ccccc1C1CC(=O)Nc2c1c(=O)n(C)c(=O)n2C (centres undefined) | 9 | -14
CC(C)n1c(=O)n(CC(=O)NCC2CCCO2)c(=O)c2c3c(sc21)COC(C)(C)C3 (centres undefined) | 20 | -20
CN(C)S(=O)(=O)c1ccc(NC(=O)C2CC3C=CC2C3)cc1 (centres undefined) | 2 | 4
O=C(/C=C/c1cnc2ccccc2n1)NC1CCCCCC1 | 42 | -20
CN(C)C(=O)c1ccc(NC(=O)CN2CCc3cc4c(cc3C2)OCCCO4)cc1 | 13 | -14
O=c1c2cc(Br)ccc2[nH]c(=S)n1Cc1ccccn1 | 32 | -7
CCOc1cc(/C=N/NC(=O)c2nnn(-c3nonc3N)c2C)ccc1OCc1ccc(F)cc1 | 11 | -26
CCOC(=O)c1sc(NC(=O)CSc2nnc(-c3ccco3)o2)c(C(=O)OCC)c1C | 16 | -37

Sorted by length of the SMILES (rising): some entries from above.
SMILES | OX1R antag-1 | OX1R antag-2
Cc1ccc(-c2cc(-c3ccc(F)cc3)nc(N)c2C#N)o1 | 11 | -28
CN(C)S(=O)(=O)c1ccc(NC(=O)C2CC3C=CC2C3)cc1 (centres undefined) | 2 | 4
CCOc1cc(/C=N/NC(=O)c2nnn(-c3nonc3N)c2C)ccc1OCc1ccc(F)cc1 | 11 | -26

Remaining list, next part:
SMILES | OX1R antag-1 | OX1R antag-2
CCOc1ncnc2c1oc1nc(CC(C)C)c3c(c12)CC(C)(C)OC3 | 2 | -3
COc1ccc(S(=O)(=O)NC(CC(=O)NCCc2ccc(OC)c(OC)c2)C(C)C)cc1 (centres undefined) | 13 | -14
CCOC(=O)c1sc(NC(=O)c2ccc(OC)cc2)nc1C | 8 | -15
COc1ccccc1CNC(=O)COC(=O)c1cccc(S(=O)(=O)N2CCOCC2)c1 | 24 | -30
COc1ccc(Cn2c(SCC(=O)NCc3ccco3)nc3ccsc3c2=O)cc1 | 11 | -6
COC(=O)C(NC(=O)C(C)NC(=O)OCc1ccccc1)C(C)C (centres undefined) | 6 | -5
CS(=O)(=O)N1CCN(C(=O)CSc2ccccc2)CC1 | -5 | -6
Cc1ccnc(N2C(=O)CSC2c2ccc(Cl)cc2)c1 (centres undefined) | 7 | -16
CCCCN(C(=O)c1ccc(Br)o1)C1CCS(=O)(=O)C1 (centres undefined) | 21 | -13
Cn1c(=O)c2c(nc(N3CCN(c4ccccc4)CC3)n2CCCc2ccccc2)n(C)c1=O | 19 | -34
O=C(Nc1ccccn1)c1cc(-c2ccc(Cl)s2)nc2ccccc12 | 4 | -25
COc1cccc2cc(C(=O)N3CCc4ccccc4C3)c(=O)oc12 | 26 | -13
Brc1cccc(-c2nnc3n2CCC3)c1 | 16 | -2
Cc1ccc(C)c(Nc2cc(C(=O)NCc3cccnc3)c3ccccc3n2)c1 | 25 | -27
O=C(O)C1CCCN1S(=O)(=O)c1ccc(Cl)c(Cl)c1 (centres undefined) | 8 | -4
O=C(O)c1cccc(NC(=O)C2C3C=CC(C3)C2C(=O)OCC(F)(F)C(F)F)c1 (centres undefined) | 7 | -3
COc1cccc(-c2nc(-c3ccccn3)no2)c1OC | 32 | -20
CCOC(=O)C(C)Oc1ncnc2cccc(F)c12 (centres undefined) | 1 | 1
Cc1cccc2c(=O)cc(C(F)(F)F)[nH]c12 | 40 | -5
N#Cc1ccccc1OCCn1cncn1 | 1 | -6
CN1CCN(C(=S)Nc2ccc([N+](=O)[O-])cc2)CC1 | 25 | -15
NCCCCCNC(=O)c1nc[nH]c1C(=O)NCC(=O)OCc1ccccc1 | 3 | -6
CC(C)c1nc2sc3c(=S)nc[nH]c3c2c2c1CCC2 | 7 | -17
Cc1ccccc1Nc1nc(N)nc(CSc2nc3ccccc3c(=O)n2C)n1 | 2 | -28
O=C(O)c1nnn(-c2cccc(C(F)(F)F)c2)c1-c1ccccc1 | 10 | -17
CCn1c(Cc2ccccc2)nnc1SCC(=O)Nc1ccc2c(c1)OCO2 | 24 | -32
CCOC(=O)C1=C(C)NC(=O)NC1c1ccc2c(c1)OCCO2 (centres undefined) | 9 | -4
COC(=O)CCC(=O)NNC(=O)C1CC1(c1ccccc1)c1ccccc1 (centres undefined) | 33 | 0
COc1ccc(NC(=O)CCCNS(=O)(=O)c2cccs2)cc1 | 11 | -14
COc1cc(C(=O)NCCOc2cc(C)cc(C)c2)cc(OC)c1OC | 8 | -9
N#C/C(=C\c1cccc([N+](=O)[O-])c1)c1ccccn1 | 25 | -4
c1ccc(-c2nnc(SCc3cn4ccsc4n3)o2)cc1 | 30 | -23
CC(=O)c1cc2c(C)cc(=O)oc2cc1O | 13 | -7
CC(C)c1ccc(NC2CCCN(C(=O)c3cnc4ccccn4c3=O)C2)cc1 (centres undefined) | 10 | 1
CCCCn1nc(C(=O)OCC(=O)Nc2sccc2C(N)=O)c2ccccc2c1=O | 9 | -13
COc1cc(/C=C/c2nc3ccc([N+](=O)[O-])cc3s2)ccc1OCC(=O)O | 10 | 4
O=[N+]([O-])c1c(Nc2ccc(Br)cc2)ccc2nonc12 | 13 | -10
CN(CC(O)COc1ccccc1F)C1CCCCC1 (centres undefined) | 9 | -27
COc1ccc(N2C(=O)C3CCCCC3C2=O)cc1NC(=O)c1ccccc1 (centres undefined) | 19 | -19
Cc1nn(-c2ccc(N3CCCCC3)nn2)c(C)c1CCC(=O)Nc1ccc(F)cc1 | 38 | -21
CCOC(=O)N1CCN(C(=O)c2cccc(NS(=O)(=O)c3ccc(F)c(F)c3)c2)CC1 | 3 | -2
CCC(=O)N1c2ccccc2NC2=C(C(=O)CCC2)C1c1cccnc1 (centres undefined) | 21 | -10
Cc1nn2c(-c3cccc(NC(=O)CSc4nc5ccccc5o4)c3)nnc2c2ccccc12 | 39 | -31
Nc1nc(N)c2sc3nc(C(F)(F)F)cc(C(F)(F)F)c3c2n1 | 35 | -14
Cc1ccc(-n2c(C)cc(/C=C3\NC(=O)NC3=O)c2C)c(C)c1 | 22 | -8
COC(=O)Cc1csc(NCc2ccccc2)n1 | 17 | -18
O=c1ccc2ccc(Oc3ccc(Cl)cc3[N+](=O)[O-])cc2o1 | 27 | -15
CCOC(=O)c1sc(S(C)=O)c2c1CCc1conc1-2 (centres undefined) | 19 | 3
Cc1ccc(S(=O)(=O)N2CCCC2CNC(=O)c2ccccc2)cc1 (centres undefined) | 27 | -34
CC(=O)c1ccc(NC(=O)C2CCCO2)cc1 (centres undefined) | -11 | -19
O=C(/C=C/c1ccccc1Cl)c1ccc[nH]1 | 19 | -23
CC1(C)CC(=O)C=C(NCc2ccco2)C1 | 16 | -3
CSCc1ccc(C(=O)NCc2ccccc2)cc1 | 14 | 1
Clc1ccc(/C=N/c2c(-c3ccc(Cl)cc3)nc3n2CCS3)cc1 | 29 | -4
COc1ccc(C(=O)NCC2(c3ccccc3)CCCC2)c(OC)c1 | -3 | -43
O=C(CSc1n[nH]c(-c2ccccc2)n1)NC1CCCCC1 | 28 | 0
COc1cc(CCCN2C(N)=NC[C@H]2Cc2ccc(O)cc2)cc(OC)c1OC | 15 | -7
CC12CN3CC(C)(CN(C1)C3c1ccccc1)C2O (centres undefined) | 33 | -9
CN(C)c1ccc(/C=N/NC(=O)CNC(=O)/C=C/c2ccco2)cc1 | 4 | -15
COc1ccc(NC(=O)CN2CCN(c3c(C)cc(C)cc3C)CC2)cc1 | -5 | -42

(cont.)
SMILES | OX1R antag-1 | OX1R antag-2
CC(C)n1nc(Cc2cccc3ccccc23)c(C#N)c1N | 8 | 7
CC1(C)C2CC[C@]3(C)C(CC=C4[C@@H]5C[C@@](C)(CO)[C@@H](O)C[C@]5(C(=O)O)CC[C@]43C)[C@@]2(C)CC[C@@H]1O (some centres undefined) | 10 | -12
O=C(CN1C2=NCCN2c2ccccc21)C12CC3CC(CC(C3)C1)C2 | 8 | 10
CCN(CC)C(=O)[C@H]1CC(CC(=O)NCCc2ccccn2)C(=O)N2CCc3c([nH]c4ccccc34)[C@]12C (some centres undefined) | 1 | -31
CC(C)c1ccc(C(=O)NNC(=O)c2n[nH]c(=O)c3ccccc23)cc1 | 3 | -10
NC(=O)C1(C(N)=O)OC1c1ccccc1 (centres undefined) | 11 | -7
COc1cccc(C(C(=O)NC2CCCCC2)N(C(=O)c2cccs2)c2ccc3c(c2)OCO3)c1 (centres undefined) | 27 | -14
OCC[C@H]1C[C@@H](O)[C@H](O)[C@@]2(CCCCO2)O1 | 28 | -14
O=C(CNS(=O)(=O)c1ccccc1)NCc1ccccn1 | 8 | -11
O=C(NC1CCCCC1)c1cc(C(=O)c2ccccc2Br)c[nH]1 | 29 | -22
O=c1cc(-c2ccc(Cl)c(Cl)c2)[nH][nH]1 | 31 | -4
C=CCn1c(SCC(=O)c2c(N)n(C3CC3)c(=O)[nH]c2=O)nnc1-c1ccoc1C | -2 | -6
O=C(NCc1cccnc1)c1cccn1-c1ncc(C(F)(F)F)cc1Cl | 10 | 4
O=C1c2ccccc2C(O)(c2ccccc2)N1CCc1ccccc1 (centres undefined) | 9 | -20
CC(C)CN(C(=O)CSc1nc(-c2ccccc2)cn1N)c1c(N)n(Cc2ccccc2)c(=O)[nH]c1=O | 10 | -24
C/C(=N/NC(=O)c1ccccn1)c1ccco1 | 9 | -11
CC(C)(C)c1ccc(C(=O)NCCC(=O)NC2=NCCS2)cc1 | 10 | -12
Cn1c(=O)c2c(nc(Cl)n2CCOc2ccccc2)n(C)c1=O | 7 | 2
